Screens deposited in PubChem by Broad Institute.
miR122 inh: miR-122 Renilla sensor signal increase in Huh7, primary screen, miR-122 inhibitor project, cell-based, single point, plate reader; Huh7 miR-122 Renilla luciferase sensor, 48 h; neutral wells = 0, positive control = 100; activation (reporter increase), % at 12.5 µM; hit rate 0.3% among 340,000; AID 602342, 2012;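 active = mean replicate activation score at least 90 and every replicate individually at or above 90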;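 note: higher luciferase means less miR-122 activity so hits act as miR-122 inhibitors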
LGR2 antag: inhibitors of bursicon-induced LGR2 CRE-luciferase signal, primary screen, cell-based, HEK293, CRE-luciferase reporter, bursicon stimulation; hit rate 0.35% among 380,000; inhibition, % at 9.99 µM; bursicon-stimulated, 4 h;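 active = drop in luminescence signal, shown as inhibition above about 50% in the replicate tests, limit read from the data, passing the limit was not always enough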;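 note: agonist challenge used bursicon conditioned medium at about half maximal strength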
EWS-Fli inh: EWS/Fli-driven NR0B1 reporter inhibitors, primary screen, A673 cells, NR0B1 luciferase, luminescence, MLPCN library. AID 651661, 2012. inhibition, % at 12.6 µM. viability-normalised. hit rate 0.67% among 350,000;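 active = mean inhibition of at least 50% after viability correction, with every replicate also passing that limit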;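 note: firefly luciferase signal divided by Alamar Blue viability fluorescence both relative to DMSO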
FN deposit inh: inhibitors of fibronectin matrix deposition, primary screen, AH1F cells, Alexa488-fibronectin fluorescence, plate reader. hit rate 0.086% among 350,000. AID 743247, 2014. AH1F fibroblasts, overnight. inhibition, % at 12.6 µM;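 active = mean inhibition across replicates of 30% or more, regardless of how many single replicates reach that level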;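 note: positive control wells lacked labelled fibronectin entirely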
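Material: AH1F fibroblasts assembling fluorescent fibronectin matrix; amount: 10000 AH1F cells/well; medium: DMEM, 2% serum; reagent: Alexa488-fibronectin, 24 nM final in well; dosing: single compound dose, delivered by pin transfer; incubation: 1 h adhesion, overnight exposure; detection: fluorescence after three HBSS washes, excitation 485 nm, emission 525 nm; measure: fibronectin deposition inhibition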
PGC1a acetyl inh: inhibitors of PGC1a acetylation signal, primary screen, cell-based, U2OS, AlphaScreen, inhibitor mode; inhibition, % at 15.6 µM; hit rate 0.17% among 350,000; AlphaScreen anti-acetyl-lysine; with virally co-expressed GCN5 acetyltransferase;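 active = every replicate shows inhibition of at least 40%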;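 note: 0% = neutral control wells and 100% = positive control wells; some results beyond the cut were filed as inactive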
PAX8 inh HTS: inhibitors of PAX8-driven TPO luciferase reporter, primary screen, RMG-I cells, single concentration. inhibition, % at 12.6 µM. hit rate 1.2% among 360,000. SteadyGlo, 24 h;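 active = mean replicate inhibition at least 60% with every replicate also reaching 60%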;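 note: luciferase light reporting Pax8 driven TPO promoter activity; plate controls were median of neutral control wells for no effect and mitoxantrone controls for full effect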
CASP6 VEID inh: human caspase-6 inhibitors, primary screen, biochemical, VEID-R110 fluorescence, single point, set 2; purified caspase-6, Z-VEID-R110 cleavage fluorescence; inhibition, % at 12.5 µM; hit rate 0.53% among 350,000; P55212;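 active = mean inhibition across replicates at least about 35%, with every replicate also reaching that limit, limit read from the data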;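 note: 0% = median of neutral control wells and 100% = no fluorescence left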
Target sequence (P55212 24-179 limits assumed): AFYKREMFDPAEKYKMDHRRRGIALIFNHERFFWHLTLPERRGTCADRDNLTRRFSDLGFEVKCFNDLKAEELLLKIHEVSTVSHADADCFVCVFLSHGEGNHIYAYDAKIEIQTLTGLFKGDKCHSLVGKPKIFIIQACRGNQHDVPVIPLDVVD
Target sequence (P55212 194-293 limits assumed): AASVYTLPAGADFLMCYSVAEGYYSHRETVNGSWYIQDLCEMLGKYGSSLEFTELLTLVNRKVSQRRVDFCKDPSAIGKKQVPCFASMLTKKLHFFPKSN
Cneo AK release: Cryptococcus neoformans cell lysis inducers, primary screen, AK release luminescence, single concentration. lysis activity, % at 15 µM. hit rate 0.2% among 360,000. C. neoformans lysis, adenylate kinase release luminescence, 4 h; normalised: neutral wells 0, clomiphene wells 100;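 active = mean lysis activity across replicates of at least 80%, whatever share of replicates individually reach that level; inactive = mean lysis activity below 80%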
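Test system: log-phase Cryptococcus neoformans yeast cells; Quantity: yeast cell density of 5 × 10^6 cells/mL; Buffer or medium: YPD; Doses: single compound concentration per well; Timing: 4 h at 37 °C static, read 1 h later; Measured by: AK luminescence; Read-out basis: lysis from increased AK signal; Control set: Clomiphene as positive control.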
* marks the source's active call; other numbers are inactive results; · = not tested or not shown; [ ] = dose if it differs, or a comment. Not all compounds are listed; the hit share may differ from the screen's.

SMILES | miR122 inh | LGR2 antag | EWS-Fli inh | FN deposit inh | PGC1a acetyl inh | PAX8 inh HTS | CASP6 VEID inh | Cneo AK release
CCC1(c2cccc(O)c2)CCCCN(C)C1 (configuration not stated) | 16 | · | 0 | -6 | · | 2 | -2 | -2
O=C1NC(=O)C(CCc2ccncc2)(CCc2ccncc2)C(=O)N1CCc1ccccc1 | 14 | -3 | 4 | -6 | -4 | 27 | -5 | -1
COc1ccc(N2C(=O)NC(=O)/C(=C\c3ccccc3[N+](=O)[O-])C2=O)cc1 | -1 | 0 | 5 | 0 | · | 9 | 5 | -2
C[N+]1(C)C2CC(OC(=O)C(CO)c3ccccc3)CC1C1OC12 (configuration not stated) | -2 | · | 4 | -7 | 0 | 13 | 0 | 0
FC(F)(F)c1ccc2c(c1)nnn2C1CCN(Cc2nnnn2Cc2ccccc2)CC1 | 4 | · | · | 14 | 3 | 10 | · | -3
C[C@]12CCC3C(CC[C@H]4C[C@@H](O)CC[C@]34C)C1=CC[C@@H]2O (some centres not stated) | -1 | -13 | -13 | 4 | -5 | -10 | -2 | 4
Cc1ccccc1NC(=O)c1cc(-c2ccccc2)n(CCCN2CCOCC2)c1C | -3 | 7 | 10 | -1 | -1 | 0 | 4 | 4
O=C(c1ccc(CNS(=O)(=O)c2ccc(Br)cc2)cc1)N1CCC2(CC1)OCCO2 | -2 | 18 | 5 | -4 | -3 | 64* | -1 | 8
CCn1cc(/C=c2/sc3n(c2=O)C2c4ccccc4OC(C)(N=3)C2C(=O)OC)c(C)n1 (configuration not stated) | · | 8 | 5 | -13 | -6 | 3 | -1 | ·
Cc1ccc2[nH]c(=S)n(-c3cccnc3)c(=O)c2c1 | 0 | 7 | -12 | -17 | -14 | 16 | 2 | 1
CCC(C)C(NC(=O)CCCNC(=O)CCC(=O)OC1O[C@H]2OC3(C)CC[C@H]4[C@H](C)CCC(C1C)C24OO3)C(=O)O (some centres not stated) | -7 | -1 | 34 | -7 | · | 74* | 1 | -4
CC1CN(c2cc([N+](=O)[O-])ccc2Cl)CC(C)N1 (configuration not stated) | · | -4 | -12 | -16 | · | 3 | -1 | ·
CCOC(=O)C1(CCc2ccccc2)CCN(Cc2ccco2)CC1 | · | 36 | 5 | -27 | · | 5 | -6 | ·
FCCN(CCF)c1cccc(Cl)c1 | · | -37 | -6 | -3 | · | 8 | -4 | ·
CCCCn1c(O)c(C(C)=NCC2CCCO2)c(=O)[nH]c1=O (configuration not stated) | -7 | · | · | · | 3 | -11 | · | 2
C=C1C[C@]2(O)[C@@]3(C)CCC(=O)C(C)(C)C3=C(O)C(=O)[C@@]2(C)[C@@H]2C(=O)O[C@@](C)(C(=O)OC)C(=O)[C@@]12C | -3 | · | -13 | · | 7 | · | 19 | 1
O=C1C=C2c3ccccc3CC(C(=O)O)C2CC1 (configuration not stated) | · | 6 | 1 | -9 | · | 8 | -1 | ·
O=C1NCCCCC1(Cl)Cl | -12 | -9 | -18 | -5 | 0 | -2 | -3 | ·
C/C=C/c1ccc([C@H]2[C@H]3CN(C(=O)Cc4cccnc4)CCCCN3[C@H]2CO)cc1 | -4[16.7 µM] | 20 | -17 | -2 | -3 | 7 | 5 | -3
Cc1[nH]c2ccccc2c1C(=O)CN1CC=C(c2ccccc2)CC1 | 0 | -33 | 7 | -2 | · | 21 | 0 | -1
Cn1c(O)c(C=NC2C(=O)C3(C)CCC2C3(C)C)c(=O)n(C)c1=O (configuration not stated) | 7 | 4 | · | · | 5 | · | · | -4
CCc1cc(=O)oc2cc(OCC(=O)N3C[C@H]4C[C@@H](C3)c3cccc(=O)n3C4)ccc12 | 0 | -6 | 2 | · | 4 | · | 4 | -2
Cn1c(O)c(C(=Nc2ccc(F)cc2)c2ccccc2)c(=O)n(C)c1=O | -3 | 4 | -32 | -2 | 1 | -20 | 1 | 9
Cc1cc[n+](Cc2ccccc2)cc1 | -2 | -5 | -6 | 9 | 16 | -41 | -12 | 1
COC(=O)C1=C(c2ccccc2)C[C@@H]2CC[C@H]1N2C(=O)NCc1ccc(F)cc1 | · | 8 | -2 | -27 | · | -1 | 2 | -1
COc1ccc(C[C@H]2NC[C@H](O)[C@H]2OC(C)=O)cc1 | -13 | · | 66* | 18 | 90* | 103* | 3 | -6
C[C@H](NC(=O)N1C[C@H]2C[C@@H](C1)c1cccc(=O)n1C2)C(=O)Nc1cccc(F)c1 | 2 | 19 | 2 | · | -6 | · | -2 | 1
Cc1ccc(C)c(NC(=O)CCNC(=O)N2C[C@H]3C[C@@H](C2)c2cccc(=O)n2C3)c1 | -5 | 0 | 6 | · | 8 | · | 3 | 0
CN(C)CCNC(=O)c1cccn(Cc2cccc(C(F)(F)F)c2)c1=O | -3 | 27 | -2 | 14 | -1 | -21 | -5 | ·
Cc1sc2ccccc2c1CC1=NCCN1 | -1 | -33 | -3 | -3 | · | -10 | -8 | -2
NC1=C([N+](=O)[O-])C(c2ccc3c(c2)OCO3)c2c(c3ccccc3oc2=O)O1 (configuration not stated) | · | 9 | 10 | -8 | · | -6 | 2 | ·
COc1ccc(S(=O)(=O)N2Cc3cnnn3-c3ccccc3C2C#N)cc1 (configuration not stated) | -5 | 0 | -6 | 3 | 2 | -7 | 3 | -2
COC(=O)[C@@H]1[C@@H](CO)[C@@H]2Cn3c(ccc(C4=CCCC4)c3=O)[C@H]1N2Cc1ccccn1 | · | 12 | -8 | · | · | · | -1 | -5
CC(=O)c1c(C)n(CC2CCCO2)c2ccc(O)cc12 (configuration not stated) | -1 | -4 | 8 | · | 4 | · | 8 | 0
COc1ccc(NC(=O)c2cn(CCC#N)nc2-c2cccc([N+](=O)[O-])c2)cc1 | · | 13 | 1 | -6 | · | -6 | -5 | ·
Cc1cc(=O)oc2cc(OCC(=O)N3CCN(C(C)c4ccccc4)CC3)c(Cl)cc12 (configuration not stated) | -6 | 3 | -4 | 2 | -8 | 19 | -9 | 0
CN1C2CCC1C(C(=O)O)C(OC(=O)c1ccccc1)C2 (configuration not stated) | 0 | -10 | -2 | · | -3 | · | 3 | 4
COc1ccc(-c2ccc([C@H]3[C@H](CO)N4CCCCN(C(=O)Cc5ccncc5)C[C@@H]34)cc2)cc1 | -4[16.7 µM] | -28 | 0 | · | -7 | 4 | -2 | 3
COc1cccc(-n2c(/C=C/c3ccccn3)nc3ccccc3c2=O)c1 | -8 | 14 | 17 | -2 | 12 | 42 | -1 | -1
Cn1cc(C(=O)OCC(=O)N2CCCC2)c2ccccc21 | · | -5 | -13 | 9 | · | -9 | -1 | 2
CC1CCCCN1CC(O)c1c[nH]c2ccccc12 (configuration not stated) | 14 | -6 | 8 | 8 | 7 | 30 | -9 | -1
O=C(c1cccc(Cl)c1)C1CCCN(Cc2ccon2)C1 (configuration not stated) | · | -18 | -4 | -6 | · | -4 | 3 | ·
O=C(COc1ccc2ccccc2c1)N1CCN(C2CCN(Cc3ccccc3)CC2)CC1 | -4 | · | · | · | -3 | 10 | · | -1
C/C(=N\NC(=O)c1ccccc1)c1c(O)n(Cc2ccccc2)c(=O)[nH]c1=O | 5 | -7 | 4 | 1 | -3 | -28 | 0 | 1
C=CCc1ccc(OC)cc1 | -5 | 3 | 1 | · | -2 | · | 0 | 5
COc1ccccc1-n1c(O)c(C=NC2CC2)c(=O)[nH]c1=O | -7 | 14 | · | 13 | · | · | -1 | 1
CC(C)CN1CCN(Cc2ccc(C(F)(F)F)cc2)CC1CCO (configuration not stated) | 11 | 7 | 11 | 1 | -8 | 8 | · | 0
COC(=O)C1=C(c2cccc(OCc3ccccc3)c2)C[C@@H]2CC[C@H]1N2C(=O)NCCCc1ccccc1 | · | 22 | 6 | -6 | · | 53 | -1 | -3
COC(=O)C1=C(c2ccc3ccccc3c2)C[C@@H]2CC[C@H]1N2C(=O)NC(C)C | 1 | 8 | -6 | 3 | 6 | 5 | 1 | 3
CCOc1cc2c(cc1OCC)-n1cccc1C(c1c(O)cccc1OC)NC2 (configuration not stated) | -3 | -9 | 9 | -1 | -3 | 7 | 0 | 0
COC(=O)C1=C(C)OC(N)=C(C#N)C12C(=O)Nc1ccccc12 (configuration not stated) | 0 | -9 | 15 | · | 3 | 3 | 1 | 1
C#CCN(C)[C@H](C)Cc1ccccc1 | -11 | 7 | -9 | -5 | -3 | 0 | 3 | 1
COc1cc(/C=C2\C(=O)NC(=O)N(c3ccc(C)cc3)C2=O)cc(OC)c1O | -7 | 12 | 3 | -5 | · | -1 | 6 | 0
CCCCn1nnnc1C(C1CC1)N1CCC2(CC1)C(=O)NCN2c1ccccc1 (configuration not stated) | -6 | -13 | -14 | -10 | -16 | -10 | 1 | -23
Cc1cc(/C=C2\C(=O)NC(=O)N(Cc3ccccc3Cl)C2=O)c(C)n1-c1ccc(C(=O)O)cc1 | · | 2 | 0 | 1 | · | -8 | 48* | ·
O=C(N/N=C/c1c(O)n(C2CC2)c(=S)[nH]c1=O)c1ccccc1Cl | 4 | 26 | · | -1 | -1 | -11 | 4 | 0
COc1ccc2c3c([nH]c2c1)C(C)NCC3 (configuration not stated) | 9 | · | -11 | · | 0 | · | -6 | 9
COc1ccc(CCN(C)Cc2ccncc2)cc1OC | -1 | 15 | -1 | · | 6 | · | 1 | 3
Fc1cccc(CCNCc2ccccn2)c1 | -3 | · | · | -11 | 6 | 9 | · | -1
Cc1ccccc1CC(=O)N(CCN(C)C)CC1CCCN(Cc2ccccc2F)C1 (configuration not stated) | 0 | 8 | 10 | 0 | 5 | -7 | -49 | 5
O=C(NC1CCCCC1)N1C[C@H]2C[C@@H](C1)c1cccc(=O)n1C2 | · | 9 | -15 | -5 | 9 | -5 | · | 2
CN/C=C(/Cl)P(=O)(OC(C)C)OC(C)C | · | 11 | 1 | -5 | -2 | 10 | 1 | ·

Given with two lines to a compound: part of the list above.
Order of results – miR122 inh, LGR2 antag, EWS-Fli inh, FN deposit inh, PGC1a acetyl inh, PAX8 inh HTS, CASP6 VEID inh, Cneo AK release
CCOc1cc2c(cc1OCC)-n1cccc1C(c1c(O)cccc1OC)NC2 (configuration not stated)
 : -3, -9, 9, -1, -3, 7, 0, 0
COC(=O)C1=C(C)OC(N)=C(C#N)C12C(=O)Nc1ccccc12 (configuration not stated)
 : 0, -9, 15, ·, 3, 3, 1, 1
C#CCN(C)[C@H](C)Cc1ccccc1
 : -11, 7, -9, -5, -3, 0, 3, 1
COc1cc(/C=C2\C(=O)NC(=O)N(c3ccc(C)cc3)C2=O)cc(OC)c1O
 : -7, 12, 3, -5, ·, -1, 6, 0
CCCCn1nnnc1C(C1CC1)N1CCC2(CC1)C(=O)NCN2c1ccccc1 (configuration not stated)
 : -6, -13, -14, -10, -16, -10, 1, -23
Cc1cc(/C=C2\C(=O)NC(=O)N(Cc3ccccc3Cl)C2=O)c(C)n1-c1ccc(C(=O)O)cc1
 : ·, 2, 0, 1, ·, -8, 48*, ·
